ROS inducer – cancer cell ROS induction; U2OS ROS induction, H2DCF-DA fluorescence; ROS induction (% of piperlongumine), % at 10 µM; hit rate 2% among 46,000; in the data active = ROS induction above about 79%, passing the limit was not always enough;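 note: 0% = DMSO vehicle median and 100% = reference compound median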
The depositor's hits bear a star; & = joins results of further samples. This is a subset; the hit share may differ from the screen's.

COC(=O)[C@@]1(O)C[C@@H]2O[C@@]1(C)n1c3ccccc3c3c4c(c5c6ccccc6n2c5c31)C(=O)NC4
  ROS inducer: -1
COc1ccc(OC(=O)N(C)C[C@@H]2OCc3cnnn3CCCC(=O)N([C@@H](C)CO)C[C@H]2C)cc1
  ROS inducer: -5
CCC1CN2CCC3(C(=O)Nc4cccc(O)c43)C2CC1/C(=C/OC)C(=O)OC (stereo unspecified)
  ROS inducer: 6
CN(C)C(=O)Oc1ccnc(SCc2c(F)cccc2Cl)n1
  ROS inducer: -6
Cc1ccc(S(=O)(=O)N2CCCCC2)cc1C(=O)Oc1cccc2cccnc12
  ROS inducer: 26
FC(F)(F)c1cccc(N2CCNCC2)c1
  ROS inducer: 17&6
COc1ccc(OC(=O)N(C)C[C@@H]2OCc3cnnn3CCCC(=O)N([C@H](C)CO)C[C@@H]2C)cc1
  ROS inducer: 14
Clc1ccc(C(c2ccc(Cl)cc2)C(Cl)(Cl)Cl)cc1
  ROS inducer: -3
O=C1NC(=O)C(=Cc2cn(Cc3ccccc3)c3ccccc23)C(=O)N1
  ROS inducer: 51
CC(=O)NCC1CCCN2CCCCC12 (stereo unspecified)
  ROS inducer: -7
C[C@@]12C[C@@H](c3ccoc3)OC(=O)C1CC[C@]1(C)[C@H]2[C@H]2C=C[C@]1(O)C(=O)O2 (stereo partly specified)
  ROS inducer: -12
COC1CC(OC2CCC3(C)C(CCC4C3CCC3(C)C(C5=CC(=O)OC5)C(OC(C)=O)CC43O)C2)OC(C)C1OC1OC(COC2OC(CO)C(O)C(O)C2O)C(O)C(O)C1O (stereo unspecified)
  ROS inducer: -2
COC(=O)[C@H]1O[C@@H]2C[C@H]3OC(n4cnc5c(N)ncnc54)[C@H](OC)[C@H]3O[C@@]2(O)[C@@H](O)[C@@H]1O (stereo partly specified)
  ROS inducer: -7
COc1ccc(C(=O)N2CCCC2=O)cc1
  ROS inducer: -7
COC(=O)C12CC3CC(C(C)O)C1N(CCc1c2[nH]c2ccc(OC)cc12)C3 (stereo unspecified)
  ROS inducer: 14

Of the compounds above, these contain nitrogen in an aromatic ring:
COC(=O)[C@@]1(O)C[C@@H]2O[C@@]1(C)n1c3ccccc3c3c4c(c5c6ccccc6n2c5c31)C(=O)NC4
  ROS inducer: -1
COc1ccc(OC(=O)N(C)C[C@@H]2OCc3cnnn3CCCC(=O)N([C@@H](C)CO)C[C@H]2C)cc1
  ROS inducer: -5
CN(C)C(=O)Oc1ccnc(SCc2c(F)cccc2Cl)n1
  ROS inducer: -6
Cc1ccc(S(=O)(=O)N2CCCCC2)cc1C(=O)Oc1cccc2cccnc12
  ROS inducer: 26
COc1ccc(OC(=O)N(C)C[C@@H]2OCc3cnnn3CCCC(=O)N([C@H](C)CO)C[C@@H]2C)cc1
  ROS inducer: 14
O=C1NC(=O)C(=Cc2cn(Cc3ccccc3)c3ccccc23)C(=O)N1
  ROS inducer: 51
COC(=O)[C@H]1O[C@@H]2C[C@H]3OC(n4cnc5c(N)ncnc54)[C@H](OC)[C@H]3O[C@@]2(O)[C@@H](O)[C@@H]1O (stereo partly specified)
  ROS inducer: -7
COC(=O)C12CC3CC(C(C)O)C1N(CCc1c2[nH]c2ccc(OC)cc12)C3 (stereo unspecified)
  ROS inducer: 14

Back to the main list; the 2 compounds before the break are reprinted first.
COc1ccc(C(=O)N2CCCC2=O)cc1
  ROS inducer: -7
COC(=O)C12CC3CC(C(C)O)C1N(CCc1c2[nH]c2ccc(OC)cc12)C3 (stereo unspecified)
  ROS inducer: 14
O=[P+](c1ccccc1)c1ccccc1
  ROS inducer: -1
C[C@@H]1C[C@@H]([C@H](O)CC2CC(=O)NC(=O)C2)C(=O)[C@@H](C)C1
  ROS inducer: -20
COc1ccccc1N1C(=O)NC(=O)C(CCc2ccncc2)(Cc2cccc3ccccc23)C1=O (stereo unspecified)
  ROS inducer: 0
C/C=C\C(=O)O[C@@H]1C[C@H]2O[C@@H]3C=C(C)C(=O)C[C@]3(C)[C@]1(C)[C@]21CO1
  ROS inducer: 6
CC(CCc1ccc(O)cc1)O[C@@H]1O[C@H](CO[C@H]2OC[C@](O)(CO)[C@H]2O)[C@@H](O)[C@H](O)[C@H]1O (stereo partly specified)
  ROS inducer: -1
c1ccc(CCNCc2ccccc2)cc1
  ROS inducer: -4
O=C(Cn1cc(C(=O)c2ccccc2)c2ccccc21)Nc1ccc(Br)cc1
  ROS inducer: 0
COC[C@H]1OC(=O)c2coc3c2[C@@]1(C)C1=C(C3=O)[C@@H]2CCC(=O)[C@@]2(C)C[C@H]1OC(C)=O
  ROS inducer: -1
CN1C(=O)CCS(=O)(=O)C1c1ccc(Cl)cc1 (stereo unspecified)
  ROS inducer: -12
C=CCN1CCc2cccc3c2[C@H]1Cc1ccc(O)c(O)c1-3
  ROS inducer: -3
C[C@@H]1CN([C@H](C)CO)C(=O)CCCn2cc(nn2)CO[C@H]1CN(C)C(=O)Oc1ccc2ccccc2c1
  ROS inducer: 3
COc1ccc(CC2C(=O)OCC2Cc2ccc3c(c2)OCO3)cc1OC (stereo unspecified)
  ROS inducer: 7
CCCCc1nc2ccccc2c(=O)n1-c1ccc(C)cc1
  ROS inducer: -11
CC1(C)C(=O)C=C[C@@]2(C)C1C[C@@H](O)[C@]1(C)C2CC[C@@]2(C)[C@H](c3ccoc3)OC(=O)[C@H]3O[C@]321 (stereo partly specified)
  ROS inducer: -4
CC(N)Cc1c[nH]c2ccc(OCc3cccs3)cc12 (stereo unspecified)
  ROS inducer: 99*

Screening data: PubChem BioAssay, Broad Institute
